High-throughput results as filed in PubChem BioAssay.
STAT3 activator – increases IL-6 driven STAT3 reporter signal | U3A cells, IL-6 STAT3-luciferase reporter, luminescence; 100% = signal with IL-6 EC80 alone | 190,000 compounds, 0.91% hits | activation (% of control), % at 5.6 µM;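 active means activation above the screen-wide mean of compound activation plus 3 SD, cut at about 130% in these data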;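 further: 0% = background luminescence of wells with medium and substrate only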
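Material: STAT1-lacking human U3A cells, STAT3 luciferase reporter | Benchmarks: IL-6-only wells as 100% reference | Probe or stimulus: IL-6 (33 ng/mL) | Timing: Compound 1 h, then IL-6 6 h at 37 °C | Detection: Luminescence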
Hsp70 activator – switches on Hsp70 transcription. AID 1203. 200,000 compounds, 0.04% hits. HeLa Hsp70 promoter luciferase reporter, luminescence; scaled: vehicle 0, proteasome-inhibitor control 100%. activation, % at 10 µM;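 active means activation above the mean across all tested compounds plus 3 SD, cutoff set per campaign, cut at about 5.5% in these data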;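 further: 100% = MG132 at 30 µM as the positive control and 0% = DMSO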
HMGR II inh – E. faecalis class II HMG-CoA reductase inhibition. AID 1066. 190,000 compounds, 0.41% hits. purified E. faecalis HMGR, NADPH absorbance 340 nm kinetic. inhibition, % at 10 µM;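 active means inhibition above a set limit, the median over all tested compounds plus 3 SD, cut at about 9.5% in these data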;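 further: enzyme runs in reverse so mevalonate oxidation gives rising NADPH absorbance; 0% = complete reaction with DMSO and 100% = background rate lacking mevalonate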
STAT1 inh – STAT1 signaling inhibition; NIH 3T3 STAT1-luciferase reporter, IFN-gamma, luminescence; inhibition, % at 5.5 µM; 200,000 compounds, 0.35% hits; AID 920;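 active means inhibition above a set limit, the mean inhibition across all tested compounds plus 3 SD, cut at about 34% in these data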;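 further: 0% = IFN-gamma with DMSO and 100% = IFN-gamma with 300 µM nifuroxazide; values of inactives mirror those of a sister screen read the other way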
Redox H2O2 prof – compounds producing H2O2 with reducing agent – biochemical, NIH compound library profiling, artefact control for MLSCN library redox annotation, primary screen | activation, % at 10 µM | 200,000 compounds, 0.03% hits | DTT-dependent redox cycling H2O2, phenol red/HRP absorbance; 100% = 100 µM peroxide control, 0% = buffer;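 active means activation of at least 50% relative to the plate's high and low controls in the primary single-dose screen; inactive means activation below 50%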;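 further: compound incubated with DTT at 0.8 mM final as the reducing agent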
TLR4-MyD88 BLA – blocks binding of human TLR4 to MyD88; 200,000 compounds, 0.18% hits; HeLa CL3-4 TLR4/MyD88 BLA complementation, FRET ratio; inhibition, % at 8.4 µM; AID 861; in the data active means inhibition above about 25%;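 further: 0% = vehicle and 100% = reference inhibitor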
Target sequence (O00206 whole entry, looked up): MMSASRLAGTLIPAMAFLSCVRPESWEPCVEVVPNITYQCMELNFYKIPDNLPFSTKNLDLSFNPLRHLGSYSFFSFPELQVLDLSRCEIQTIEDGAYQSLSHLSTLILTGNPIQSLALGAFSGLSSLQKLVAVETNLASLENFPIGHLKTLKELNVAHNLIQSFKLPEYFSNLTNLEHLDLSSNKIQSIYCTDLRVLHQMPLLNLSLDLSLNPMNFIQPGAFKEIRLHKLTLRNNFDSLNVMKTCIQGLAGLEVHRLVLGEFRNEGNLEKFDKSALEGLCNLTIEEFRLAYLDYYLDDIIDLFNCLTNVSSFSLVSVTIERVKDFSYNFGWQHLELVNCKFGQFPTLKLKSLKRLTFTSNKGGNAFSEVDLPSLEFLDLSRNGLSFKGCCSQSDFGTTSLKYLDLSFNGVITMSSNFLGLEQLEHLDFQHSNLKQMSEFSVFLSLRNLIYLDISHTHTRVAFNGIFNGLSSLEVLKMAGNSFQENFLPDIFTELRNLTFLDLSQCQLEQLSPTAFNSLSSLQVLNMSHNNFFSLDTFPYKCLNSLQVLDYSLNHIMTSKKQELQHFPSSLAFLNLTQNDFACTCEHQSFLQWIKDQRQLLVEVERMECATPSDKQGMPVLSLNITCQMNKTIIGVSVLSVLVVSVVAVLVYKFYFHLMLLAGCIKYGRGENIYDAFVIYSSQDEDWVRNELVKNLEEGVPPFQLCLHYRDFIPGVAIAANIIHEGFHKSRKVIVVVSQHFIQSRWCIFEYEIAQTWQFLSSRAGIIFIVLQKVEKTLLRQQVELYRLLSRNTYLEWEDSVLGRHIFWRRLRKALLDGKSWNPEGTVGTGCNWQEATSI
Target sequence (Q99836 whole entry, looked up): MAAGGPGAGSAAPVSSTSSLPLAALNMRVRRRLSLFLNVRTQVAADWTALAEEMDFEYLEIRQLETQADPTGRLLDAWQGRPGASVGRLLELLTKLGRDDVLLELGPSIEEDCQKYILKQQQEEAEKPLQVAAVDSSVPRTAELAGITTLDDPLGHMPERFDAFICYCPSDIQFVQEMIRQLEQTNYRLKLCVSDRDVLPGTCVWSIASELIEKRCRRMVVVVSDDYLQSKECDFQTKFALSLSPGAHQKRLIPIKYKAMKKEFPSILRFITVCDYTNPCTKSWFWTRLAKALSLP
APP 5'UTR act – APP 5'UTR luciferase reporter activation. activation, % at 2 µM. 190,000 compounds, 1% hits. SH-SY5Y APP 5'UTR luciferase reporter, luminescence; zero percent = DMSO vehicle wells. AID 1276;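 active means activation above a set limit, based on mean plus 3 SD of controls, cut at about 140% in these data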; further: values of inactives mirror those of a sister screen read the other way
STAT3 blocker – reduces IL-6 driven STAT3 reporter signal | U3A cells, IL-6 STAT3-luciferase reporter, luminescence; host cell line lacks STAT1 | 190,000 compounds, 0.89% hits | inhibition, % at 5.5 µM | AID 862;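 active means inhibition above the mean inhibition across all screened compounds plus 3 SD, cut at about 44% in these data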;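 further: 0% = DMSO only wells and 100% = 100 µM nifuroxazide control wells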
STAT1 act – activators of IFN-gamma induced STAT1 signaling. NIH 3T3 STAT1-luciferase reporter, luminescence; 100% = IFN-gamma alone, no compound. activation (% of control), % at 5.5 µM. 200,000 compounds, 2.6% hits;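 active means activation above the screen-wide mean activation plus 3 SD, cut at about 130% in these data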;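 further: raw ratio to IFN-gamma control signal so 100% means no change and 0% no light; values of inactives mirror those of a sister screen read the other way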
NF-kB neuron act – compounds increasing NF-kB expression in human neuronal cells; NF-kB reporter expression; active compounds read high; fold change at 12.5 µM; 190,000 compounds, 1.6% hits; AID 1239; in the data active means fold change above about 3.3
* hit, by the source's call; / = no result given.

SMILES	STAT3 activator	Hsp70 activator	HMGR II inh	STAT1 inh	Redox H2O2 prof	TLR4-MyD88 BLA	APP 5'UTR act	STAT3 blocker	STAT1 act	NF-kB neuron act
Cc1cc(C(=O)COC(=O)c2ccc3c(c2)NC(=O)CS3)c(C)n1CC1CCCO1 (stereo not drawn)	98	-0.4	-1	0	-0.3	-17	-15	10	100	0.7
CCOc1ccc(N2C(=O)CN(CC(=O)OC)C2=S)cc1	96	-0.1	2	4	-0.3	-8	2	10	96	1.1
O=C(CN1N=C(c2ccc(Cl)cc2)CCC1=O)NCCN1CCc2ccccc2C1	92	-0.5	-6	-4	-0.2	9	9	13	104	0.82
CCCC(=O)Nc1ccccc1-c1nnc(SC)[nH]c1=O	105	-0.2	-3	-2	-2.5	0	-3	-2	102	1.1
O=C(NCCOc1ccccc1)c1cc2ccccc2o1	96	-0.1	-1	-26	3.0	-11	96	7	124	4.4*
CCOC(=O)c1ccc(OCc2c(C)noc2C)cc1	87	-0.2	-5	-12	0.0	4	-4	16	114	1.5
CN(Cc1ccccc1)C(=O)Cn1nc(C(F)(F)F)c2c1CCC2	99	-0.5	-1	-1	0.1	8	-10	2	100	0.92
CC(C)(C)n1cnc2cc(NCc3cccs3)ccc21	100	-0.1	-7	-29	-1.0	1	28	12	126	1.6
Cc1ccc(Cl)cc1NC(=S)N(Cc1cccs1)C1CCCC1	101	0.1	-9	5	-2.0	3	-1	6	94	1.3
Cc1c(N=C2NC(=O)C(CC(=O)Nc3ccccc3)S2)c(=O)n(-c2ccccc2)n1C (stereo not drawn)	104	-0.1	0	10	0.2	-8	-5	-3	95	0.99
CN(C)Cc1nc2ccccc2c(=O)n1CC(=O)Nc1cccc(S(=O)(=O)N2CCOCC2)c1	95	-0.2	2	5	-1.1	-7	-2	6	96	1.1
COc1ccc(-c2cc(-c3nnc(COC(=O)CC4CCCC4)o3)c3ccccc3n2)cc1OC	95	-0.2	-8	11	-0.2	14	11	9	90	0.56
O=C(NC(=S)Nc1ccccc1N1CCOCC1)c1ccco1	93	-0.4	-1	-14	0.6	-19	4	7	113	0.83
O=C(N/N=C/c1cccs1)c1n[nH]c2c1CCC2	79	-0.1	-2	-33	0.6	-2	6	24	130*	3
O=C(CSc1ncccn1)Nc1ccc(S(=O)(=O)N2CCCCC2)cc1	105	-0.4	-3	-4	-8.2	4	16	-4	103	0.91
COc1ccc(C2C(C(C)=O)=C(O)C(=O)N2c2nccs2)c(OC)c1 (stereo not drawn)	98	-0.2	2	-5	-2.5	10	3	9	103	1.2
O=C(OCc1cccc(F)c1)c1ccc2c(c1)-c1ccccc1C2=O	88	0.0	-4	-10	-7.6	0	3	20	109	1.5
Cc1ccc(C(=O)C2CCN(CC(=O)NC3CCCCC3)CC2)cc1	106	-0.1	1	-7	2.1	-4	-10	-4	106	0.83
CC1(C)CC(=O)C2=C(C1)NC(=O)CC2c1ccccc1F (stereo not drawn)	104	0.6	3	2	0.3	2	5	1	98	1
O=C(O)CC/C(=N/Nc1ncc(C(F)(F)F)cc1Cl)C(=O)O	94	0.3	-2	-7	-1.2	-1	14	13	106	1.2
CCCCSc1nc(C)[nH]c1[N+](=O)[O-]	106	-0.2	0	4	0.3	2	9	-2	96	1.3
COC(=O)Cc1c(C)c2c(O)cc(C)cc2oc1=O	102	-0.2	5	3	2.3	13	3	2	98	1.2
c1ccc(-c2csc3ncnc(N4CCOCC4)c23)cc1	101	-0.3	2	6	-0.5	10	4	1	93	0.89
COc1cc(O)oc1C=Nc1ccccc1	90	-0.4	-1	-10	3.1	0	-2	13	109	1.1
CCO[C@@H]1OC(C(N)=O)=C[C@H](c2cn(C(C)=O)c3ccccc23)[C@H]1CCCO	/	0.3	-5	6	-1.4	-9	7	/	96	1.3
COc1ccccc1OCCNC(=O)Nc1ccc(Br)cc1	99	-0.2	1	-2	4.9	-1	13	5	101	1.2
CCC1CCCCN1Cc1ccc(N)cc1 (stereo not drawn)	102	-0.1	-2	-4	-0.4	6	15	5	103	0.96
O=C(O)CSc1nc2c(c(=O)[nH]1)CCCC2	97	-0.4	-5	4	-0.1	-13	12	9	96	1.2
CC(=O)NNC(=O)c1sc(=S)n2c1[nH]c(=O)c1sccc12	102	-0.4	0	3	-0.1	-4	-14	0	97	1.3
O=C(O)c1ccc(OC2CSC2)cc1	98	0.0	1	0	-0.9	-13	5	3	100	1.1
Cc1ccc(-n2c(C)n[nH]c2=S)cc1	105	-0.2	-2	0	-0.4	10	14	-7	100	1.1
CCOC(=O)c1c(C)nn(Cc2cccc(Cl)c2)c1N	101	0.3	1	2	-0.8	2	6	0	98	1.6
CCNC(=O)NC(=O)COC(=O)CCCSc1nc2ccccc2[nH]1	99	-0.2	0	2	-0.4	-2	6	5	98	1.3
CCOc1ccc(CCNC(=O)c2cc3sccc3n2CC)cc1OCC	82	-0.5	-9	-3	0.0	-18	-2	21	102	0.85
O=C(CSc1nnc(C2COc3ccccc3O2)o1)N1CCCC1 (stereo not drawn)	97	-0.1	1	-6	-2.4	-14	20	4	106	1.4
COc1ccc(-c2cc(Nc3ccccc3NC(=O)C(F)(F)F)n(CCC#N)n2)cc1	101	-0.2	-3	7	0.2	-13	-4	-2	94	2
CC(C)Cc1nc2sc3c(=O)[nH]cnc3c2c2c1CCC2	110	-0.3	-2	-9	-0.4	-14	2	-11	108	1.1
Cc1ccc2nc(SCC(=O)NCc3ccco3)c(C)cc2c1	106	-0.3	-5	7	-0.5	10	-12	-2	92	1.1
Cn1cccc1Cc1nnc(SCC(=O)NCCc2ccccc2)n1C	110	-0.3	-7	4	0.9	6	20	-4	97	1.1
CCCCCc1c(C)nc(N2CCOCC2)[nH]c1=O	99	-0.1	-3	3	-0.1	-2	-16	4	97	0.98
CC(=O)c1cnc2c(-c3ccccc3)cnn2c1C	85	0.1	-6	-23	0.0	-4	13	21	121	1.3
CCCS(=O)c1nc(C)cc(C)c1S(C)(=O)=O (stereo not drawn)	105	-0.4	-4	-7	-1.1	-3	2	5	105	0.96
CCN1CCCC1CNC(=O)c1ccc(Sc2ccccc2Cl)c([N+](=O)[O-])c1 (stereo not drawn)	105	0.4	-2	-4	-0.2	10	-2	0	101	0.8
COc1ccc(CC(=O)NC2=NCCS2)cc1	106	0.1	1	-1	-1.6	-2	-8	-1	101	1.2
CN1CCN(CCC(=O)N/N=C/c2cc([N+](=O)[O-])ccc2OC(F)F)CC1	103	-0.1	0	10	-0.3	7	-1	2	91	1.2
CCn1c(C)cc2c(c1=O)C(c1ccc3c(c1)OCO3)C(C#N)=C(N)O2 (stereo not drawn)	103	-0.3	-5	-2	3.5	20	1	0	102	1.1
COC(=O)c1cc(C(=O)c2cc(Cl)ccc2O)coc1=N	109	-0.3	-3	-7	-0.5	-9	-5	-1	105	1.1
CC(=O)NNC(=O)c1ccncc1	97	-0.4	-8	0	2.2	6	-28	7	98	1.2
O=C(CC12CC3CC(CC(C3)C1)C2)NCO	106	-0.3	-1	-6	0.5	0	-7	-4	105	1.3
COc1cc(/C=N/N=C2/NC(=O)C(c3ccccc3)S2)ccc1O (stereo not drawn)	99	0.0	-1	7	0.2	0	-9	11	95	1.1
CC(=O)N1CCN(CC(=O)O)CC1	104	-0.3	0	-1	-1.4	-4	-23	-1	100	1.1
O=C(NNS(=O)(=O)c1ccc(Cl)cc1)NC1CCCCC1	101	-0.1	-5	4	-1.9	5	7	9	92	1
Cc1noc(NS(=O)(=O)c2ccc(NC(=O)CSc3nc4ccccc4s3)cc2)c1C	125	0.0	-5	-1	-1.3	4	2	-25	101	1.1
CC(c1ccco1)N(C(=O)c1ccc(C(F)(F)F)cc1)c1ccccn1 (stereo not drawn)	100	0.7	-4	-3	-0.1	-2	6	0	103	1.1
COc1c(Br)cc2c(C)c(C(=O)O)oc2c1Br	107	0.2	-3	12	0.2	3	-10	1	89	1.1
Cc1ccc(NC(=O)c2ccco2)c(NC(=O)CN2C(=O)c3ccccc3C2=O)c1	97	0.4	2	3	0.8	8	2	7	97	1.3
CCS(=O)(=O)N1CCN(S(=O)(=O)c2ccccc2[N+](=O)[O-])CC1	102	-0.4	4	9	-0.3	-3	-17	-1	90	0.99
CCn1c(=O)cc(OCC(=O)NCC2CCCO2)c2ccccc21 (stereo not drawn)	94	0.0	0	-6	0.1	4	11	12	106	1.5
N#Cc1sc2nc3c(c(-c4ccco4)c2c1N)CCCC3	92	0.1	-5	-1	2.6	6	-3	12	101	1
Cc1ccc(C)c2[nH]c(=O)c(CN(CC3CCCO3)C(=O)NC3CCCCC3)cc12 (stereo not drawn)	101	0.4	1	4	-2.8	5	18	5	97	0.81

Ordered by the number under HMGR II inh (high to low): three from the list above.
smiles | STAT3 activator | Hsp70 activator | HMGR II inh | STAT1 inh | Redox H2O2 prof | TLR4-MyD88 BLA | APP 5'UTR act | STAT1 act | NF-kB neuron act
Cc1ccc(NC(=O)c2ccco2)c(NC(=O)CN2C(=O)c3ccccc3C2=O)c1 | 97 | 0.4 | 2 | 3 | 0.8 | 8 | 2 | 97 | 1.3
Cc1ccc(C)c2[nH]c(=O)c(CN(CC3CCCO3)C(=O)NC3CCCCC3)cc12 (stereo not drawn) | 101 | 0.4 | 1 | 4 | -2.8 | 5 | 18 | 97 | 0.81
Cc1noc(NS(=O)(=O)c2ccc(NC(=O)CSc3nc4ccccc4s3)cc2)c1C | 125 | 0.0 | -5 | -1 | -1.3 | 4 | 2 | 101 | 1.1

Gathered by group: the entries above containing a thiophene ring, fused or not (8)
SMILES	STAT3 activator	Hsp70 activator	HMGR II inh	STAT1 inh	Redox H2O2 prof	TLR4-MyD88 BLA	APP 5'UTR act	STAT3 blocker	STAT1 act	NF-kB neuron act
CC(C)(C)n1cnc2cc(NCc3cccs3)ccc21	100	-0.1	-7	-29	-1.0	1	28	12	126	1.6
Cc1ccc(Cl)cc1NC(=S)N(Cc1cccs1)C1CCCC1	101	0.1	-9	5	-2.0	3	-1	6	94	1.3
O=C(N/N=C/c1cccs1)c1n[nH]c2c1CCC2	79	-0.1	-2	-33	0.6	-2	6	24	130*	3
c1ccc(-c2csc3ncnc(N4CCOCC4)c23)cc1	101	-0.3	2	6	-0.5	10	4	1	93	0.89
CC(=O)NNC(=O)c1sc(=S)n2c1[nH]c(=O)c1sccc12	102	-0.4	0	3	-0.1	-4	-14	0	97	1.3
CCOc1ccc(CCNC(=O)c2cc3sccc3n2CC)cc1OCC	82	-0.5	-9	-3	0.0	-18	-2	21	102	0.85
CC(C)Cc1nc2sc3c(=O)[nH]cnc3c2c2c1CCC2	110	-0.3	-2	-9	-0.4	-14	2	-11	108	1.1
N#Cc1sc2nc3c(c(-c4ccco4)c2c1N)CCCC3	92	0.1	-5	-1	2.6	6	-3	12	101	1
